# IL1B NFkB pot: enhancers of NFkB p65 translocation in HUVEC – imaging, IL-1B stimulus, high-content imaging, primary screen | HUVEC IL-1B NFkB p65 nuclear translocation imaging | activation, % at 2 µM | actives 0.3% (n = 94,000) | AID 819, 2007;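 active means activation above 40%, about the mean plus 3 SD, also judged a hit on visual image review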;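 further: percent activation is computed from the nuclear over cytoplasmic p65 intensity ratio; values of inactives mirror those of a sister screen read the other way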
# NFkB transloc inh: inhibitors of IL-1B driven NFkB p65 nuclear import, primary screen, imaging, HUVEC, IL-1B stimulus, high-content imaging. inhibition, % at 2 µM. actives 0.43% (n = 94,000). HUVEC IL-1B NFkB p65 nuclear translocation imaging. AID 796, 2007;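 active means inhibition above about 30% together with a positive call from visual inspection of the well image, limit read from the data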;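 further: nuclear over cytoplasmic p65 intensity ratio measured by imaging; 0% = IL-1B stimulated DMSO wells and 100% = unstimulated DMSO wells; values of inactives mirror those of a sister screen read the other way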
# PLAP inhibition: PLAP enzyme inhibitors, biochemical, luminescence, HTS (AID 690) | Alkaline phosphatase, placental type (Homo sapiens) | purified PLAP, luminescent substrate; higher % means a stronger effect | inhibition, % at 20 µM, or IC50 in µM where a hit was titrated | actives 0.08% (n = 96,000); in the data active means a potency from the dose series; inactive means the rest, 99 in 100 with inhibition below about 30%; further: strong numbers were not always called active
# Bcl-B displacement: displacers of TR3 peptide from Bcl-B, primary screen, selectivity assay for Bfl-1 inhibitor project, biochemical, fluorescence polarization; Bcl-2-like protein 10 (Homo sapiens); FP displacement of FITC-TR3 peptide from Bcl-B; higher % means a stronger effect; one-dose displacement, % at 20 µM; IC50 in µM for titrated hits; actives 0.11% (n = 96,000);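 active means displacement above 50% at 20 µM plus a fluorescence interference ratio under 1.5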;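 further: plate controls were wells without compound for no effect and wells lacking Bcl-B protein for full effect; a part of the inactive calls stands beside numbers as strong as those of hits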
# MRP reversal: reversal of MRP1-mediated doxorubicin resistance, primary screen, H69AR cells, doxorubicin co-treatment; H69AR cells + 2 uM doxorubicin, CellTiter-Glo, 72 h; differential viability (reversal), % at 10 µM; actives 0.04% (n = 85,000);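 active means viability drop by adding the cancer drug above about 55%, with treated viability meeting a 40% cutoff, limit read from the data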;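 further: viability without doxorubicin minus viability with 2 µM doxorubicin for each compound; larger differential means the compound sensitizes cells more to doxorubicin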
# MRP reversal cytotoxicity: second read-out of MRP reversal, no call of its own (marks repeat the call); viability, %; H69AR cells, CellTiter-Glo, 72 h; measured here: cytotoxicity without doxorubicin
# MRP reversal with doxorubicin: second read-out of MRP reversal, no call of its own (marks repeat the call); viability, %; measured here: viability with 2 uM doxorubicin; stronger effect = lower value
# NFkB transloc inh cell count 2 µM: second read-out of NFkB transloc inh, no call of its own (marks repeat the call); cell count; measured here: cells passing quality filter;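 raw number of nuclei counted in each imaged well without normalization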
# IL1B NFkB pot cell count 2 µM: further read-out of IL1B NFkB pot, marked with its call; cell count; measured here: cells passing quality filter
# Active calls of the source: *; / = not tested or not shown.
structure	IL1B NFkB pot	IL1B NFkB pot cell count 2 µM	NFkB transloc inh	NFkB transloc inh cell count 2 µM	PLAP inhibition	Bcl-B displacement	MRP reversal	MRP reversal cytotoxicity	MRP reversal with doxorubicin
O=C(NCc1ccccc1)C(c1cccnc1)N(Cc1ccco1)C(=O)c1ccccn1 (stereo not drawn)	15	198	-15	198	8%	-4%	11	99	88
O=C(c1cnc2ccccn2c1=O)N1CCCc2ccccc21	/	/	/	/	6%	-2%	4	93	89
CC(=O)N1CCc2[nH]c3ccccc3c2C1	2	149	-2	149	14%	13%	-11	96	107
CCOc1ccc(C2CC(c3ccc(CC)cc3)Nc3nc(N)nn32)cc1 (stereo not drawn)	/	/	/	/	-52%	-2%	6	100	94
Cc1cc(C)c(-c2c(O)c3cccc4c3n(c2=O)CCC4)c(C)c1	4	126	-4	126	/	/	1	108	107
O=C(Cn1ncn2cccc2c1=O)N1CCCCC1	-4	85	4	85	21%	0%	/	/	/
CC(=O)c1oc2ccccc2c1N	6	63	-6	63	8%	0%	/	/	/
COc1cc(/C=N/Nc2snc(SC)c2C#N)ccc1O	7	133	-7	133	22%	-6%	/	/	/
CCOC(=O)c1cc2cc(CC(=O)c3ccc(OCC)cc3O)ccc2o1	-8	144	8	144	5%	4%	/	/	/
CNC(=O)CN(C#N)c1nc(N(C)C)nc(N(C)C)n1	-3	87	4	87	/	/	7	80	73
O=C(NCCCO)c1nnc(Cc2c(F)cccc2Cl)o1	3	145	-3	145	19%	5%	11	104	93
C=C(C)Cc1c(C)c(C#N)c2nc3ccccc3n2c1N1CCCCC1	5	157	-5	157	-5%	-104%	28	54	27
Clc1cc(Cl)cc(Nc2ncn[nH]2)c1	10	148	-10	148	-35%	0%	/	/	/
NS(=O)(=O)c1ccc(Nc2ncccc2[N+](=O)[O-])cc1	15	151	-16	151	-1%	10%	/	/	/
Cc1ccccc1-c1nc(Cc2ccccc2)no1	-3	90	3	90	-21%	3%	/	/	/
COc1ccc(CNC(=O)CCc2c(C)nc3ncnn3c2C)cc1	8	129	-8	129	-21%	-7%	14	97	83
CCc1noc(C)c1C(=O)Nc1ncc(C)s1	0	77	0	77	9%	2%	21	88	67
O=C(Nc1nnc(-c2ccc(Cl)s2)o1)C1CCCCC1	16	175	-16	175	/	/	-10	58	68
O=C(CSc1nnc(CNC(=O)c2ccco2)o1)c1ccc(Cl)cc1	-1	172	1	172	6%	-15%	4	93	89
CCCc1cc(=O)[nH]c(/N=C(\N)Nc2ccccc2)n1	12	111	-12	111	-2%	-1%	-4	85	90
O=C(CN1C(=O)c2ccccc2C1=O)Nc1sc2c(c1C(=O)NCc1ccco1)CCCC2	16	100	-16	100	-6%	-6%	15	95	79
CC(Oc1ccc(F)cc1F)C(=O)/C=C/N(C)C (stereo not drawn)	3	159	-3	159	-25%	-3%	/	/	/
Cc1noc(C)c1S(=O)(=O)N1CCN(c2ccccc2)CC1	7	187	-7	187	-13%	15%	19	98	80
CCOC(=O)c1[nH]c2ccc(OCC)cc2c1NC(=O)CN1CCN(c2ccccn2)CC1	2	189	-2	189	-1%	5%	16	53	37
Cn1nccc1C(=O)Nc1ccc(Cl)cc1	-3	90	3	90	5%	5%	-11	83	93
Cc1ccc(-c2nn3c(-c4cccc(Cl)c4)nnc3s2)cc1	/	/	/	/	8%	-4%	-42	21	64
Cc1cc(-n2nc(C)cc2C)n2nc(C)c(-c3ccc(Cl)cc3)c2n1	-5	89	5	89	7%	-1%	5	44	40
COc1ccc(C(=O)Nn2c(SCC(=O)c3ccc(Cl)cc3)nc3ccccc3c2=O)cc1	8	161	-8	161	-5%	3%	-1	81	82
Cc1ccc2nc(CSc3nc(C)ccc3C#N)[nH]c2c1	6	176	-6	176	-122%	-12%	/	/	/
O=C(CCCc1ccccc1)Nc1cccc2c1CCCC2	20	167	-20	167	-34%	2%	-1	104	106

# (further entries)
# The line under a structure holds: IL1B NFkB pot | IL1B NFkB pot cell count 2 µM | NFkB transloc inh | NFkB transloc inh cell count 2 µM | PLAP inhibition | Bcl-B displacement | MRP reversal | MRP reversal cytotoxicity | MRP reversal with doxorubicin
COc1cccc(C2CC(c3c(F)cccc3Cl)n3nc(N)nc3N2)c1 (stereo not drawn)
  -2 | 156 | 2 | 156 | / | / | / | / | /
CCCCCCCCS(=O)c1sc2nc3c(cc2c1N)CCCC3 (stereo not drawn)
  -3 | 140 | 3 | 140 | / | / | 7 | 95 | 88
COc1cc(NC(=O)C2CCN(S(=O)(=O)c3cccnc3)CC2)cc(OC)c1OC
  10 | 77 | -10 | 77 | -13% | -1% | 14 | 99 | 85
CC(=O)Nc1cnc(NC(=O)c2cccc(F)c2)cc1C
  32 | 151 | -32 | 151 | / | / | -9 | 90 | 100
Cc1ccc(-c2ccc(=O)n(CCC(=O)NCc3ccccn3)n2)cc1
  11 | 148 | -11 | 148 | 12% | 0% | 1 | 94 | 93
O=C(O)c1sc2cc(C(F)(F)F)cnc2c1-c1ccccc1
  1 | 126 | -1 | 126 | 2% | -3% | / | / | /
COc1ccc(C2CC(=O)C3=C(C2)Nc2ncnn2C3c2ccccc2)cc1 (stereo not drawn)
  -1 | 187 | 1 | 187 | -4% | -7% | 11 | 103 | 92
Cc1ccn2c(/C=N/OCc3ccc(F)cc3)c(-c3ccc(Cl)cc3)nc2c1
  18 | 182 | -18 | 182 | 4% | -12% | / | / | /
Cc1cccc(N2CCN(C(=O)CSCc3c(C)noc3C)CC2)c1C
  -4 | 94 | 4 | 94 | -44% | -7% | -3 | 77 | 80
Cn1c(=O)cc(OCC(=O)NCCCN2CCN(Cc3ccccc3)CC2)c2ccccc21
  0 | 47 | 0 | 47 | -70% | -2% | 8 | 87 | 79
COc1ccc(C)c2sc(=NC(=O)C(C)C)n(C)c12
  23 | 184 | -23 | 184 | 13% | -6% | -7 | 97 | 104
COc1ccc(-c2nc(CS(=O)CC(=O)NCc3cccnc3)c(C)o2)cc1OC (stereo not drawn)
  / | / | / | / | -62% | 13% | -8 | 73 | 81
O=C(CCn1c(SCC(=O)c2ccccc2)nc2ccccc2c1=O)NCc1ccc(F)cc1
  2 | 160 | -2 | 160 | -4% | -3% | 14 | 98 | 84
CCOC(=O)CSc1nc2ccc(N)cc2s1
  7 | 176 | -7 | 176 | 5% | -2% | -7 | 91 | 98
CCOC(=O)CCc1cccc2c1CCC2=O
  -5 | 137 | 5 | 137 | 3% | -7% | -2 | 101 | 103
O=C(O)CCC(=O)c1c[nH]c2ccccc12
  8 | 162 | -8 | 162 | 7% | 0% | 2 | 100 | 98
COc1ccccc1NC(=O)C1=C(C)NC2=C(C(=O)CCC2)C1c1ccc2c(c1)OCO2 (stereo not drawn)
  11 | 160 | -11 | 160 | -40% | -14% | / | / | /
COC(=O)c1c(/N=C/NOCc2ccc(Cl)cc2)sc2c1CCN(c1ncc(C(F)(F)F)cc1Cl)C2
  0 | 146 | 0 | 146 | -4% | -91% | 1 | 55 | 54
CCC(C)Sc1nc2c(c(=O)[nH]c(=O)n2C)n1C (stereo not drawn)
  7 | 16 | -7 | 16 | 8% | 3% | 11 | 96 | 85
Cc1ccc(C)c(Cn2c(=O)n(CCCC(=O)NCc3ccco3)c(=O)c3sccc32)c1
  / | / | / | / | 26% | 8% | -25 | 74 | 99
O=C(NCc1ccc2c(c1)OCO2)c1ccc(-n2cnnn2)cc1
  1 | 185 | -1 | 185 | 8% | -5% | -9 | 97 | 106
CCOc1ccc(C(=O)OCC(=O)Nc2nc(OC)cc(OC)n2)cc1OCC
  2 | 158 | -2 | 158 | -4% | 0% | 2 | 81 | 79
Cc1cc(C)cc(CC2CC(=O)N(c3cc(C)on3)C2=O)c1 (stereo not drawn)
  24 | 150 | -24 | 150 | / | / | 0 | 101 | 101
COc1ccc(C)c2sc(NC(=O)C3=COCCO3)nc12
  -3 | 34 | 3 | 34 | 2% | -1% | 2 | 90 | 88
O=C(CCc1nc(-c2ccc(Cl)cc2)no1)OCc1ccc(Br)cc1
  -2 | 116 | 2 | 116 | / | / | / | / | /
Nc1nc(CSCCO)nc(Nc2ccccc2)n1
  -7 | 163 | 7 | 163 | 1% | 3% | 6 | 87 | 81
CC(C)[C@H](NC(=O)c1ccco1)C(=O)OCC(=O)N1CCc2ccccc21
  -3 | 57 | 3 | 57 | -36% | 4% | 17 | 89 | 72
CSc1nnc(-c2sccc2OCc2ccccc2)n1C
  3 | 153 | -3 | 153 | 10% | 3% | / | / | /
CO/N=C\C(=N\Nc1ccc(OC)cc1)C(=O)c1ccccc1
  16 | 165 | -16 | 165 | 9% | -13% | -51 | 28 | 79
Cc1cccc(C(=O)Nc2cc(OCc3cccc(F)c3)c(Cl)cc2Cl)c1
  -3 | 114 | 3 | 114 | 20% | -2% | / | / | /
COc1ccc(NC(=O)c2cc3c(s2)CCC3)cc1S(=O)(=O)N1CCOCC1
  16 | 144 | -16 | 144 | -75% | 8% | / | / | /
CCOC(=O)C1CCN(C(=O)Cc2c(C(=O)O)n(C)c3ccccc23)CC1
  7 | 152 | -7 | 152 | -26% | 2% | 3 | 98 | 95
O=C(CSc1nnc(Cn2nnc3ccccc32)o1)Nc1ccc(Cl)cc1
  0 | 103 | 0 | 103 | / | / | -3 | 99 | 103
O=S(=O)(Nc1ccccn1)c1ccc(C2CCCCC2)cc1
  2 | 173 | -2 | 173 | -5% | 2% | 8 | 93 | 85
CN(c1ccccc1C(=O)Nc1ccc2c(c1)OCCO2)S(C)(=O)=O
  14 | 134 | -14 | 134 | / | / | -15 | 82 | 97
CC(C)C1Cc2c(sc3[nH]c(=S)n(Cc4ccccc4)c(=O)c23)CO1 (stereo not drawn)
  -8 | 177 | 8 | 177 | -57% | -4% | -20 | 25 | 45
CCCCn1c(N)c(Sc2ccc(Cl)cc2)c(=O)[nH]c1=O
  12 | 169 | -12 | 169 | 8% | 0% | 10 | 89 | 79
CCOC(=O)C1=C(C)NC(=S)N(C(C)=O)C1c1ccccc1 (stereo not drawn)
  -1 | 134 | 1 | 134 | / | / | 7 | 80 | 73

# From PubChem BioAssay

# The list is partial, so the mix of outcomes need not match the whole.
